C diff growth = C. difficile growth inhibition | growth activity, negative = inhibition, % at 16 µg/mL (by protocol) | actives 0.25% (n = 86,000) | Clostridium difficile clinical isolate growth, OD600, 24 h; active compounds read low;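 active = mean growth activity at or below -80% and every replicate also at or below -80%; inconclusive = mean at or below -80% but some replicate above -80%; inactive = mean growth activity above -80%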;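 also: 0% = DMSO wells and -100% = levofloxacin 16 µg/mL wells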
KDM4C inh = blocks human GASC-1 (KDM4C) demethylase activity; GST-KDM4C 2-372, H3K9me3 peptide, LANCE TR-FRET; inhibition, % at 12.5 µM; actives 0.15% (n = 96,000); AID 720574;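 active = mean replicate inhibition above about 25%, with at least 55% of replicates also reaching it, limit read from the data, passing the limit was not always enough; inconclusive = only one of those two conditions met; inactive = neither condition met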
Target sequence (Q9H3R0 2-372 limits assumed): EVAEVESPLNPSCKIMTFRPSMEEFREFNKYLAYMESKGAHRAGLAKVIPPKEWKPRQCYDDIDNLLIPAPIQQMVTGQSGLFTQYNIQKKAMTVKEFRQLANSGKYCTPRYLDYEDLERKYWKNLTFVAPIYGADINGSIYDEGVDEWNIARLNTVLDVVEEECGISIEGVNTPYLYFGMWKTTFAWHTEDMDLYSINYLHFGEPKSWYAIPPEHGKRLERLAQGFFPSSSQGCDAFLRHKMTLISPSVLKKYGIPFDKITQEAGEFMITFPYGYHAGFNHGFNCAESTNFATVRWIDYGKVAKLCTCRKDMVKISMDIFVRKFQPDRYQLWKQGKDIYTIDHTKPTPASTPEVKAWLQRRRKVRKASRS
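Material: GST-tagged GASC-1 (JMJD2C) catalytic fragment, aa 2-372 / Quantity: enzyme final amount 10 nM / Medium: HEPES buffer, pH 7.5, plus ascorbate / Doses: one test concentration per compound / Incubation: 30 min reaction, 60 min detection, RT / Measured by: LANCE TR-FRET / Read-out: inhibition from TR-FRET ratio decrease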
Pf Dd2 growth = inhibitors of Plasmodium falciparum Dd2 growth | P. falciparum Dd2 growth, SYBR Green, 72 h; active compounds read low | activity change, % at 10 µM | actives 2.3% (n = 94,000) | AID 1159554; in the data active = activity change below about -80%; inconclusive = no clear call, values can overlap the other calls
Tcruzi prolif = T. cruzi proliferation inhibition; T. cruzi beta-gal in NIH3T3, GalScreen luminescence, 90 h; inhibition, % at 8.34 µM; actives 5.9% (n = 77,000);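 active = mean inhibition above about 93%, with at least 55% of replicates each passing it, limit read from the data, passing the limit was not always enough; inconclusive = only one of those two conditions holds; inactive = neither condition holds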
* hit, by the source's call; ? = inconclusive; / = not tested or not shown.

SMILES	C diff growth	KDM4C inh	Pf Dd2 growth	Tcruzi prolif
COCC(=O)N1[C@@H](CO)[C@H](c2ccccc2)C12CN(C(=O)NC1CCCCC1)C2	-2	-0.9	18	/
Cc1noc(C)c1NC(=O)Nc1cccc2c1O[C@@H](CN(C)Cc1ccc(C(=O)Nc3ccccc3N)cc1)[C@@H](C)CN([C@H](C)CO)C2=O	2	-1.6	8	/
CCC(=O)N1C[C@@H](C)[C@H](OC)CN(C)C(=O)c2ccc(NC(=O)c3ccno3)cc2OC[C@@H]1C	-8	2.1	43	/
C[C@@H]1CN([C@@H](C)CO)C(=O)c2cc(NC(=O)C3CC3)ccc2O[C@H]1CN(C)C(=O)Nc1ccc(C(F)(F)F)cc1	-9	4.5	41	-36
C[C@H](CO)N1C[C@H](C)[C@H](CN(C)C(=O)Nc2ccc3c(c2)OCO3)Oc2ccc(NS(=O)(=O)c3cn(C)cn3)cc2CC1=O	-7	9.3	-11	5
C[C@H]1CN([C@@H](C)CO)S(=O)(=O)c2ccc(-c3ccccc3F)cc2O[C@@H]1CN(C)C(=O)C1CC1	-18	-0.7	-36	50
CCS(=O)(=O)Nc1ccc2c(c1)C(=O)N(C)[C@@H]1CC[C@H](CC(=O)N3CCN(C)CC3)O[C@@H]1CO2	-11	2.1	24	52
O=C(Cc1ccccn1)N1CC(=O)N2[C@@H](CO)[C@H](c3ccc(-c4ccccc4)cc3)[C@@H]2C1	0	-1.3	-40	/
C[C@@H]1CN([C@@H](C)CO)C(=O)c2cc(C#C[C@@H](C)O)cnc2O[C@@H]1CN(C)Cc1ccc(-c2ccccc2)cc1	1	-2.2	-22	/
C[C@@H]1CN([C@H](C)CO)C(=O)c2cc(NC(=O)Nc3ccc(F)cc3)ccc2O[C@@H](C)CCCCO[C@@H]1CN(C)Cc1ccc(C(F)(F)F)cc1	/	0.9	-82*	100*
O=C(CC1CC1)N1CC2(C1)[C@H](c1ccccc1)[C@H](CO)N2C(=O)c1cccnc1	10	-0.8	9	/
O=C(C[C@H]1C[C@@H]2c3cc(NC(=O)CC4CC4)ccc3O[C@@H]2[C@H](CO)O1)NCCc1ccccc1	3	-13	-11	2
C[C@@H]1CCCCO[C@H](CN(C)C(=O)Nc2ccc(C(F)(F)F)cc2)[C@@H](C)CN([C@@H](C)CO)C(=O)c2cc(NC(=O)Cc3ccccc3)ccc2O1	-2	-1.1	-89*	?
O=C(Nc1cccc(F)c1)N[C@@H]1CC[C@@H](CCn2cc(Cc3ccccc3)nn2)O[C@@H]1CO	-1	0.7	-18	42
C[C@@H]1CN([C@@H](C)CO)C(=O)c2cccc(NC(=O)c3ccc(-c4nccs4)cc3)c2O[C@@H]1CN(C)C(=O)Nc1cccc2ccccc12	5	-1.2	-86*	-100
CNC[C@H]1Oc2ncc(-c3ccccc3F)cc2C(=O)N([C@@H](C)CO)C[C@H]1C	3	-0.6	17	/
CCC(=O)N1[C@H](CO)[C@H](c2ccc(C#CC3CCCCC3)cc2)[C@@H]1CNC(C)C	51	3.4	-74	/
C/C=C/c1cnc2c(c1)C(=O)N([C@@H](C)CO)C[C@@H](C)[C@@H](CN(C)C(=O)c1cccc(F)c1)O2	3	0.3	7	/
C[C@H](CO)N1C[C@H](C)[C@H](CN(C)S(=O)(=O)c2ccc(F)cc2)Oc2ncc(-c3cccc(F)c3)cc2C1=O	7	1.5	-7	-72
CC(C)CC#Cc1ccc2c(c1)O[C@H](CN(C)Cc1ccc(C(=O)O)cc1)[C@@H](C)CN([C@H](C)CO)S2(=O)=O	3	/	-13	/
CCC(=O)N1CC(=O)N2[C@@H](CO)[C@@H](c3ccc(C#CC4CCCCC4)cc3)[C@@H]2C1	47	0.3	-23	/
O=C(C[C@@H]1CC[C@@H](NC(=O)C2CCC2)[C@@H](CO)O1)Nc1nccs1	2	-0.1	-6	25
O=C(Nc1ccccc1F)N1C[C@@H]2[C@H](c3ccccc31)[C@@H](CO)N2C(=O)C1CCOCC1	-2	-3.9	-25	39
CCC(=O)N1[C@H](CN(C)C(C)=O)[C@H](c2ccc(-c3ccc(F)cc3)cc2)[C@@H]1CO	-10	-0.6	5	4
CCS(=O)(=O)NCC[C@@H]1CC[C@H](NC(=O)Nc2cc(Cl)cc(Cl)c2)[C@@H](CO)O1	/	0.3	9	-72
Cc1ccc(S(=O)(=O)Nc2ccc3c(c2)C(=O)N([C@H](C)CO)C[C@@H](C)[C@H](CN(C)S(=O)(=O)c2ccc(C)cc2)OCCCC[C@@H](C)O3)cc1	/	1.1	-60	89
CN(C)CC(=O)N[C@@H]1CC[C@@H](CCNC(=O)C2CCCCC2)O[C@H]1CO	-4	1.2	4	/
O=C(c1ccc(F)cc1)N1CC(=O)N2[C@@H](CO)[C@H](c3ccc(C#CC4CCCCC4)cc3)[C@@H]2C1	36	-0.3	-22	/
CN1C(=O)c2cc(NS(=O)(=O)c3cccc(F)c3)ccc2OC[C@H]2O[C@@H](CC(=O)NCCN3CCCCC3)CC[C@H]21	-6	0.2	2	21
C[C@@H]1CN([C@@H](C)CO)C(=O)c2cc(C#CC3(O)CCCC3)cnc2O[C@H]1CN(C)C(=O)Cc1ccncc1	-4	0.2	-35	21
Cc1noc(C)c1NC(=O)Nc1ccc2c(c1)C(=O)N([C@@H](C)CO)C[C@@H](C)[C@@H](CN(C)S(=O)(=O)c1ccccc1)O2	/	-1.0	5	-25
COc1ccc(CN(C)C[C@H]2Oc3ccc(NS(=O)(=O)c4c(C)noc4C)cc3C(=O)N([C@H](C)CO)C[C@@H]2C)cc1	-1	-0.5	5	-18
O=C(CC1CC1)N[C@H]1C[C@@H]2O[C@@H](CO)CC[C@@H]2O[C@@H]1CCc1ccc(C#Cc2ccccc2)cc1	14	/	-46	/
CCNC(=O)[C@@H]1[C@@H](CO)[C@@H]2Cn3c(cccc3=O)[C@H]1N2C(=O)C1CCC1	3	-1.3	-3	17
C[C@@H]1CN([C@@H](C)CO)C(=O)c2cc(NC(=O)NC3CCCCC3)ccc2O[C@H]1CN(C)S(C)(=O)=O	1	1.9	15	/
Cc1noc(C)c1S(=O)(=O)N(C)C[C@@H]1Oc2ccc(NS(=O)(=O)c3cccs3)cc2CC(=O)N([C@@H](C)CO)C[C@H]1C	-3	0.9	-7	-7
O=C(N[C@H]1C=C[C@@H](CC(=O)N2CCOCC2)O[C@H]1CO)c1ccc2c(c1)OCO2	-1	0.6	11	-25
C[C@@H]1CN([C@@H](C)CO)C(=O)c2cc(NC(=O)CCC(F)(F)F)ccc2O[C@@H](C)CCCCO[C@H]1CN(C)S(=O)(=O)c1cccs1	-4	0.9	-74	36
CN(C)C(=O)C[C@H]1C[C@H]2c3cc(NC(=O)Nc4ccccc4F)ccc3O[C@H]2[C@H](CO)O1	1	1.6	-4	-16
C[C@H](CO)N1C[C@H](C)[C@H](CN(C)C(=O)Cc2ccccn2)Oc2ncc(C#CC3CC3)cc2C1=O	/	-0.5	34	69
C[C@@H]1CCCCO[C@@H](CN(C)Cc2ccc(C(F)(F)F)cc2)[C@H](C)CN([C@@H](C)CO)C(=O)c2cc(NS(=O)(=O)c3cccs3)ccc2O1	-1	-0.2	-40	112*
COCC#Cc1cnc2c(c1)C(=O)N([C@H](C)CO)C[C@@H](C)[C@H](CN(C)C(=O)Cc1cccnc1)O2	3	5.6	-10	/
O=C(Nc1ccccc1)[C@H]1[C@H](CO)[C@H]2Cn3c(cccc3=O)[C@@H]1N2C(=O)c1ccccc1	-1	-2.4	16	82
COc1cccc(NC(=O)C[C@@H]2CC[C@H]3[C@@H](COc4ccc(NS(=O)(=O)c5cccc(F)c5)cc4C(=O)N3C)O2)c1	0	0.4	-24	2
CN1c2ccc(C#Cc3cccnc3)cc2[C@@H]2[C@@H](CCN2C(=O)C2CCOCC2)[C@H]1CO	-8	1.7	17	49
CC(C)NC(=O)N(C)C[C@@H]1OCCCC[C@@H](C)Oc2ccc(NC(=O)Nc3ccccc3)cc2C(=O)N([C@@H](C)CO)C[C@@H]1C	8	-2.0	-31	33
C[C@H]1CN([C@@H](C)CO)C(=O)c2cc(NC(=O)CCCCCC(=O)Nc3ccccc3N)ccc2O[C@@H]1CN(C)C(=O)Nc1ccc(F)cc1	0	-1.0	21	/
C/C=C/c1ccc2c(c1)O[C@H](CN(C)C(=O)NCCC)[C@@H](C)CN([C@H](C)CO)S2(=O)=O	4	-0.6	-6	/
CO[C@H]1CN(C)C(=O)c2cc(NC(=O)NC3CCCC3)ccc2OC[C@H](C)N(CC2CC2)C[C@H]1C	9	/	6	/
Cn1cnc(CCNC(=O)C[C@H]2CC[C@H]3[C@@H](COC[C@H](O)CN3C(=O)Nc3ccccc3)O2)c1	-2	0.7	10	2
COc1cccc(CNC(=O)C[C@H]2C=C[C@@H](NS(=O)(=O)c3ccccc3OC)[C@H](CO)O2)c1	3	1.0	2	42
COc1ccc(-c2ccc3c(c2)O[C@@H](CN(C)C)[C@H](C)CN([C@H](C)CO)S3(=O)=O)cc1	9	4.9	6	28
N#C[C@H]1[C@H](c2ccc(C3=CCCCC3)cc2)[C@@H](CO)N1C(=O)Cc1ccncc1	-3	-2.2	-6	34
C[C@H](CO)N1C[C@H](C)[C@@H](CN(C)C(=O)Cc2ccccn2)Oc2ncc(-c3ccncc3)cc2C1=O	1	-0.4	5	-5
O=C(NCC[C@H]1CC[C@H](NC(=O)Nc2cc(F)ccc2F)[C@H](CO)O1)Nc1ccc(Cl)cc1	4	3.4	0	-36
C[C@@H]1CN([C@H](C)CO)C(=O)c2cc(NC(=O)CCCN(C)C)ccc2O[C@@H](C)CCCCO[C@H]1CN(C)C(=O)Nc1ccc(F)cc1	13	3.4	-20	10
C[C@H]1CCCCO[C@H](CN(C)C(=O)Nc2ccc(F)cc2)[C@@H](C)CN([C@@H](C)CO)C(=O)c2cc(NS(=O)(=O)c3ccc(Cl)cc3)ccc2O1	/	0.1	-76	/
CNC[C@H]1Oc2c(NC(=O)C3CCOCC3)cccc2C(=O)N([C@H](C)CO)C[C@@H]1C	-6	-1.0	0	28
COC(=O)C[C@H]1CC[C@H]2[C@H](COc3ccc(NC(=O)c4cccc(F)c4)cc3C(=O)N2C)O1	-1	0.4	-4	-4
CCCNC(=O)N1C[C@H](C)[C@H](OC)CN(C)C(=O)c2cc(NS(=O)(=O)CC)ccc2OC[C@H]1C	-3	-0.2	/	21

Sorted by value in Pf Dd2 growth (ascending): 3 of the compounds above
structure,Pf Dd2 growth
CC(C)NC(=O)N(C)C[C@@H]1OCCCC[C@@H](C)Oc2ccc(NC(=O)Nc3ccccc3)cc2C(=O)N([C@@H](C)CO)C[C@@H]1C,-31
O=C(NCC[C@H]1CC[C@H](NC(=O)Nc2cc(F)ccc2F)[C@H](CO)O1)Nc1ccc(Cl)cc1,0
COc1cccc(CNC(=O)C[C@H]2C=C[C@@H](NS(=O)(=O)c3ccccc3OC)[C@H](CO)O2)c1,2

Following part
SMILES	C diff growth	KDM4C inh	Pf Dd2 growth	Tcruzi prolif
C[C@@H]1CCCCO[C@H](CN(C)C(=O)c2ccncc2)[C@@H](C)CN([C@H](C)CO)C(=O)c2cc(NS(=O)(=O)c3ccc(Cl)cc3)ccc2O1	/	-0.6	30	41
CCN(C[C@H]1[C@H](c2ccccc2)[C@@H](CO)N1S(C)(=O)=O)C(=O)C1CCCC1	7	0.8	-8	81
C[C@@H]1CN([C@H](C)CO)C(=O)c2cc(NC(=O)Cc3ccccc3)ccc2O[C@@H]1CN(C)Cc1ccccc1	2	1.4	19	-18
COc1ccc(NC(=O)N(C)C[C@H]2OCCCC[C@@H](C)Oc3ccc(NS(=O)(=O)c4c(C)noc4C)cc3C(=O)N([C@@H](C)CO)C[C@H]2C)cc1	3	1.9	-30	47
O=C(Nc1ccc(C(F)(F)F)cc1)N[C@@H]1C=C[C@@H](CC(=O)N2CCCCC2)O[C@@H]1CO	/	-0.8	-26	-7
CC(C)c1cn(CC[C@H]2CC[C@H](NC(=O)c3cccc(F)c3)[C@@H](CO)O2)nn1	/	1.0	-13	-15
C[C@H]1CN([C@@H](C)CO)C(=O)c2cc(C#CCN(C)C)cnc2O[C@H]1CN(C)C(=O)c1cccc(F)c1	2	1.3	7	-8
C[C@@H](O)C#Cc1cnc2c(c1)C(=O)N([C@@H](C)CO)C[C@H](C)[C@@H](CN(C)C(=O)Nc1ccc(F)cc1)O2	/	/	32	27

Fetched by compound from the list above:
SMILES	C diff growth	KDM4C inh	Pf Dd2 growth	Tcruzi prolif
CCN(C[C@H]1[C@H](c2ccccc2)[C@@H](CO)N1S(C)(=O)=O)C(=O)C1CCCC1	7	0.8	-8	81
C[C@@H]1CCCCO[C@H](CN(C)C(=O)c2ccncc2)[C@@H](C)CN([C@H](C)CO)C(=O)c2cc(NS(=O)(=O)c3ccc(Cl)cc3)ccc2O1	/	-0.6	30	41
C[C@H]1CN([C@@H](C)CO)C(=O)c2cc(C#CCN(C)C)cnc2O[C@H]1CN(C)C(=O)c1cccc(F)c1	2	1.3	7	-8
COc1ccc(NC(=O)N(C)C[C@H]2OCCCC[C@@H](C)Oc3ccc(NS(=O)(=O)c4c(C)noc4C)cc3C(=O)N([C@@H](C)CO)C[C@H]2C)cc1	3	1.9	-30	47

Compounds were not picked by outcome; 7.3% or so of the library scored in one or more.
